Screening data from PubChem.
CSN deneddyl inh – CSN deneddylation inhibition; inhibition, % at 12.5 µM; 360,000 compounds, 0.38% hits; Purified CSN, SCF-Nedd8-OG deneddylation, fluorescence polarization;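 active = pattern-corrected inhibition above about 35%, with an unprinted fluorescence ratio check between 0.5 and 1.5, limit read from the data, passing the limit was not always enough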;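 also: 0% = enzyme with substrate and 100% = substrate without enzyme; some results filed as inactive read as strong as hits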
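Schedule: reaction 90 min, room temperature / Assay system: HEK293T-derived human Csn5 enzyme / Input: Csn5 at 0.24 nM final / Measure: inhibition of Csn5 cleavage, % / Control set: substrate-only high control, full reaction low control / Technique: fluorescence polarization of the substrate / Buffer or medium: Tris/NaCl/DTT buffer, pH 7.5 / Reagent: SCFSkp2-Nedd8OG substrate at 10 nM final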
Neddyl block – inhibitors of human cullin neddylation | calls only at 25 µM | P61081+Q13564 | 360,000 compounds, 0.58% hits | AID 651699 | TR-FRET cullin neddylation, biochemical; in the data active = inhibition above about 36%
LMPTP inh – LMPTP (human) inhibition; P24666; recombinant LMPTP-A, OMFP fluorogenic substrate, fluorescence intensity; inhibition, % at 20 µM; 360,000 compounds, 0.22% hits; AID 651560;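 active = compounds that cut the enzyme signal by at least half of the control window in the single-dose screen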;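 also: plate controls were DMSO wells with enzyme plus substrate for no effect and substrate without enzyme for full effect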
Target sequence (P24666 whole entry, looked up): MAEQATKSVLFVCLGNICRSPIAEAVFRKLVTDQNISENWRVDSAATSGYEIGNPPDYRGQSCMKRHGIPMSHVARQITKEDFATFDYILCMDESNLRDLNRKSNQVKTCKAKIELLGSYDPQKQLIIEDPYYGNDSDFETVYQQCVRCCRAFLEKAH
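Material: LMPTP-A; amount: 0.625 nM enzyme; doses: single 20 µM dose; times: reaction 50 min, room temperature, dark; technique: fluorescence intensity of OMFP turnover product; benchmarks: no-enzyme and uninhibited controls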
NadD block – NadD (S. aureus) enzyme inhibition; purified NadD enzyme, colorimetric absorbance read-out; inhibition, % at 20 µM; 360,000 compounds, 0.78% hits; AID 602399; in the data active = inhibition above about 26%; also: some compounds past the cut are filed as inactive
Scp-1 inhibitor – Scp-1 (human) phosphatase inhibition. Q9GZU7. Recombinant Scp1, phosphopeptide, malachite green phosphate absorbance. inhibition, % at 20 µM. 340,000 compounds, 0.88% hits. AID 493091;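 active = inhibition above about 50% at 20 µM, limit read from the data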;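 also: plate controls were DMSO wells with enzyme for no effect and wells lacking enzyme for full effect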
Target sequence (Q9GZU7 76-261 limits assumed): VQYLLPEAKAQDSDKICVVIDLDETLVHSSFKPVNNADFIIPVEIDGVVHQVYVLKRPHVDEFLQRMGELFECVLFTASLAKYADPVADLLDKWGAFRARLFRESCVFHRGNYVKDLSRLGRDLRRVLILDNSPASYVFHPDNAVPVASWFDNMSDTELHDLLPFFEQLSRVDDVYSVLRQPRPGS
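Material: truncated SCP-1 phosphatase (76-261aa) / Buffer or medium: 50 mM Tris acetate pH 5.5, 0.005% Tween-20, 10 mM MgCl2 / Compound dosing: one concentration, 20 µM, with 1.0% DMSO / Incubation: 45 min room-temperature reaction, 5 min colour, 30 min stabiliser / Detection: colorimetric free-phosphate detection, absorbance 630 nm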
STEP block – STEP (human) phosphatase inhibition; 360,000 compounds, 0.25% hits; P54829; recombinant STEP, OMFP fluorogenic substrate, fluorescence; inhibition, % at 20 µM; AID 588621;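 active = inhibition at 20 µM, scaled per plate between control wells, above about 37%, limit read from the data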;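 also: 0% = DMSO with enzyme and substrate and 100% = substrate only without enzyme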
Target sequence (P54829 whole entry, looked up): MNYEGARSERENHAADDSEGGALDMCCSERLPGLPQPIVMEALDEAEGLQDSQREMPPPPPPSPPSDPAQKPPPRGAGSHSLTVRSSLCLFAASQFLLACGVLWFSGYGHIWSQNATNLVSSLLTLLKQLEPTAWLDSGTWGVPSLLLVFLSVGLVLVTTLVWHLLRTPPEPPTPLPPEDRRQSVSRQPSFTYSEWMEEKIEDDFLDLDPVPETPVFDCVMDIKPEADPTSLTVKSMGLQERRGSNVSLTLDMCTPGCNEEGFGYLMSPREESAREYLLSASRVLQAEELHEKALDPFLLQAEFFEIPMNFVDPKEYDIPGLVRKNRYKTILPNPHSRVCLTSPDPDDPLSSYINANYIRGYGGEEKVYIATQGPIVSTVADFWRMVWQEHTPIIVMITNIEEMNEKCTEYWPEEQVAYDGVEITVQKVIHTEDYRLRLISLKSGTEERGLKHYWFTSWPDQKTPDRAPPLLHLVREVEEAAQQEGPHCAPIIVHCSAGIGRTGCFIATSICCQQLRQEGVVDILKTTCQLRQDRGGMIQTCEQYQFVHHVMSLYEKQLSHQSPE
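Also added – OMFP at 25 µM · Test system – STEP tyrosine phosphatase · Technique – FITC-channel fluorescence of OMFP product · Schedule – 20 min at room temperature, dark · Evaluation – control-normalized % inhibition with plate pattern correction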
SUMO1 PPI mod – alters human SUMO1 binding to SIM partners; P63165; SUMO1 binding to a labelled peptide, TR-FRET, 1 h; inhibition, % at 20 µM; 360,000 compounds, 0.33% hits; AID 602429; in the data active = inhibition above about 37%
Target sequence (P63165 whole entry, looked up): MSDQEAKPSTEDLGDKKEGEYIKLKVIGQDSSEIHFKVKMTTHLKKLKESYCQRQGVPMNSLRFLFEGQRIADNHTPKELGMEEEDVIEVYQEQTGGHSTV
DNMT1 block – DNMT1 (human) enzyme inhibition | P26358 | DNMT1 molecular beacon, Hinp1I cleavage, fluorescence | 360,000 compounds, 0.83% hits | inhibition (reported as % activation of signal), % at 10 µM; in the data active = inhibition above about 50%
Rin1 Abl inh – human Rin1-Abl interaction inhibition; TR-FRET Rin1/Abl binding, biochemical; inhibition, % at 7.35 µM; 360,000 compounds, 0.4% hits; P00519+Q13671; in the data active = inhibition above about 5%, passing the limit was not always enough
Rpn11 block – Rpn11 (human) deubiquitinase inhibition | human 26S proteasome, Ub4-pepOG fluorescence polarization; 20S core pre-blocked with epoxomicin | O00487 | calls only at 20 µM | AID 588493 | 360,000 compounds, 0.59% hits;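 active = inhibition at 20 µM, scaled to each plate's controls, above about 33%, limit read from the data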
* marks the source's active call; other numbers are inactive results; i = inactive; / = not tested or not shown; + = active, no number. No enrichment for hits; any-hit rate near 3.8%.

nr	Molecule	CSN deneddyl inh	Neddyl block	LMPTP inh	NadD block	Scp-1 inhibitor	STEP block	SUMO1 PPI mod	DNMT1 block	Rin1 Abl inh	Rpn11 block
1	O=C(c1cccs1)N1N=C(c2ccccc2)CC1c1ccc(O)cc1 (centres undefined)	-5	i	2.6	-6	-7	-4	-2	-7	0	i
2	CCc1cc2c(COC(=O)c3cccc(NS(C)(=O)=O)c3)cc(=O)oc2cc1O	0	/	-6.1	21	-10	-1	-1	-9	2	i
3	Cn1cc([C@]2(O)C(=O)Nc3cccc(Cl)c32)c2ccccc21	2	i	0.3	/	/	/	8	/	/	/
4	CCC(=O)c1ccc2ncccc2c1	0	i	-1.2	-2	-3	-4	0	-4	5	i
5	Nc1nccnc1C(=O)OCC(=O)NCCc1ccc(S(N)(=O)=O)cc1	-1	+	9.6	14	3	-2	-9	-1	-2	i
6	O=C(O)c1ccccc1S(=O)CCO (centres undefined)	-3	i	-2.1	1	-2	-4	0	-1	2	i
7	Cc1cc(SCC(=O)N(C)c2c(N)n(Cc3ccccc3)c(=O)[nH]c2=O)nc2ccccc12	0	i	-1.0	-4	-11	0	3	-5	-7	i
8	COc1cccc(-n2c(CNc3ccc(F)cc3)nnc2SCC(N)=O)c1	2	i	-0.8	7	-5	-1	-3	-3	3	i
9	O=C(Nc1ccc(Cl)cc1)Nc1ccc2c(c1)N1CCN=C1S2	7	i	14	15	2	0	0	-9	0	i
10	Cc1nc2ccccc2c(=O)n1NC(=O)c1ccc(Cl)c([N+](=O)[O-])c1	1	i	-1.4	-2	-7	-3	-9	3	1	i
11	CCc1ccc2nc(SCC(=O)N(CC)CC)c(C#N)cc2c1	3	i	0.8	-2	-16	7	-7	-2	-1	i
12	CCCCC(=O)N(C)c1c(CC)nc2c(OCc3cccc(Cl)c3)cccn12	-2	i	0.5	-2	/	1	1	2	2	i
13	COc1ccc(S(=O)(=O)n2nc(OC(=O)c3ccncc3)cc2N)cc1	1	i	2.2	-5	-1	-2	0	2	6	i
14	Cc1cnc(C(=O)OCC(=O)Nc2ccc(C)c(S(=O)(=O)N3CCCCCC3)c2)cn1	6	i	-2.4	-2	5	2	0	-3	-1	i
15	Cc1ccc(N=CC=C2OC(C)(C)C(C)(C)O2)cc1	1	i	0.4	-2	-5	0	-1	-3	-3	i

nr	Molecule	CSN deneddyl inh	Neddyl block	LMPTP inh	NadD block	Scp-1 inhibitor	STEP block	SUMO1 PPI mod	DNMT1 block	Rin1 Abl inh	Rpn11 block
16	Cc1ccc(S(=O)(=O)N(C)C[C@@H]2OCc3cnnn3CCCC(=O)N([C@H](C)CO)C[C@H]2C)cc1	-4	i	-2.6	2	/	-2	3	9	4	i
17	O=C(COC(=O)C1(c2ccc(F)cc2)CCCC1)N1CCNC1=O	-2	i	-0.7	2	-5	-1	-5	-3	3	i
18	CC1CCN(Cc2c(C(=O)N/N=C/c3ccc(C(C)(C)C)cc3)nnn2-c2nonc2N)CC1	-5	i	-4.2	23	0	-2	-1	31	-1	i
19	O=C(N1CCc2cc(S(=O)(=O)NC[C@H]3O[C@@H](n4ccc(=O)[nH]c4=O)[C@H](O)[C@@H]3O)ccc2C1)C(F)(F)F	-3	i	-1.9	2	-5	0	-1	3	-2	i
20	CCn1cnc2c1c(=O)n(CC(=O)OC(C)C(N)=O)c(=O)n2Cc1ccccc1 (centres undefined)	-2	i	-0.1	-3	4	-2	3	3	10	i
21	CCN(C(=S)NC(=O)Cc1ccc(OC)cc1)c1ccccc1	-4	i	-0.6	-3	-6	7	6	-3	2	i
22	CC(Oc1ccc(F)cc1F)C(=O)NNC(=S)NCC1CCCO1 (centres undefined)	-5	i	-0.9	-8	-2	-1	7	-2	0	i
23	Cc1ccc(/C=N/n2c(-c3ccccc3)n[nH]c2=S)cc1	-1	i	0.9	-2	-1	-1	2	-1	-1	i
24	CNc1ccc(-c2ccccc2CO)cn1	7	/	0.2	-6	/	-1	-3	4	-4	i
25	O=C(Cn1nnc(-c2ccccc2Cl)n1)N/N=C/c1ccc(-c2cccc(Cl)c2)o1	2	/	1.7	12	3	0	0	15	0	i
26	CCn1nc(C)c(C(=O)Nc2cc(Oc3ccc(Cl)cc3)cc([N+](=O)[O-])c2)c1C	-1	i	5.1	-5	-6	3	-10	-13	-1	i
27	Oc1c(I)cc(I)c2cccnc12	0	i	9.3	46*	-6	0	-4	-1	2	i
28	Cc1cccc(CC(C)NC(=O)c2cc(COc3ccc(C)c(C)c3)on2)n1 (centres undefined)	1	i	2.4	2	1	3	9	-2	2	i
29	CCSc1ccc([C@@H]2[C@@H]3C(=O)N(C)C(=O)[C@@H]3[C@]3(C(=O)OC)CCCCN23)cc1OC	-1	i	-0.8	-3	8	-1	7	3	0	i
30	CCCCCCCNC(=O)C1(CC2CC(c3cccc(Br)c3)=NO2)CCN(C(=O)c2cc(OCC)c(OCC)c(OCC)c2)CC1 (centres undefined)	0	i	6.8	9	-3	5	9	-8	1	i

Some values from the list:
no. 27 | CSN deneddyl inh: 0
no. 16 | CSN deneddyl inh: -4
no. 18 | NadD block: 23
no. 21 | Scp-1 inhibitor: -6
no. 20 | CSN deneddyl inh: -2
no. 19 | STEP block: 0

The list continues.
nr	Molecule	CSN deneddyl inh	Neddyl block	LMPTP inh	NadD block	Scp-1 inhibitor	STEP block	SUMO1 PPI mod	DNMT1 block	Rin1 Abl inh	Rpn11 block
31	CCOC(=O)N1CCN(c2cc(=O)n(-c3ccccc3C)c(=O)[nH]2)CC1	-2	i	0.7	-3	-2	-1	-3	2	0	i
32	O=C(CCl)N(c1ccccc1)c1ccccc1	4	i	-2.1	-2	-4	-3	-4	4	-3	i
33	O=C(O)c1ccc(-c2cccc(-c3nn4c(=O)cc(N5CCNCC5)nc4s3)c2)cc1	-3	i	3.8	1	/	1	16	7	1	i
34	O=C(NN1C(=O)C2C(c3ccccc3)C=CC(c3ccccc3)C2C1=O)c1cccc(Br)c1 (centres undefined)	0	i	2.0	10	-8	-1	1	-5	1	i
35	COc1cc2c(CCNC(C)=O)c[nH]c2cc1Cl	-4	i	-1.2	-4	-11	-2	2	0	3	i
36	O=c1[nH]cnc2sc3c(c12)CCC3	-2	i	-0.9	-5	-3	1	0	1	-1	i
37	COc1ccc(NC(=O)COC(=O)C(CC(C)C)N2C(=O)C3CC=CCC3C2=O)cc1Cl (centres undefined)	0	i	-2.3	-4	-6	0	2	3	-5	i
38	CCOC(=O)C1=C(C)Nc2nnnn2C1c1ccccc1Cl (centres undefined)	1	i	-1.2	0	-9	0	0	-1	-3	i
39	Cn1ncc2c(Nc3cccc([N+](=O)[O-])c3)ncnc21	2	i	-2.5	-2	-5	-1	-20	0	-4	i
40	CC1CC(C)CN(CCCn2c(=S)[nH]c3ccccc3c2=O)C1 (centres undefined)	1	i	-0.3	-3	-1	1	3	0	3	i
41	COc1cc(-c2nnc(NC(=O)CS(=O)(=O)c3ccc(F)cc3)o2)cc(OC)c1OC	4	i	-0.9	1	-6	2	8	2	2	i
42	CC1Cc2ccccc2N1Cc1nc2cc(Cl)ccc2c(=O)[nH]1 (centres undefined)	5	i	-1.6	23	-10	-7	5	-13	-3	i
43	CC(=O)Nc1cc([N+](=O)[O-])ccc1N1CCOCC1	1	i	-0.6	8	-3	-4	-23	3	4	i
44	Cc1cc(C)c(S(=O)(=O)O)c(C)n1	2	i	-0.4	4	3	-3	2	9	-1	i
45	COc1ccc(CCNC(=O)COC(=O)CCC(=O)c2ccc(F)cc2)cc1OC	5	i	0.2	-3	0	2	-4	3	1	i

Entries above that bear a hit mark in NadD block.
| No. | Structure | CSN deneddyl inh | Neddyl block | LMPTP inh | NadD block | Scp-1 inhibitor | SUMO1 PPI mod | DNMT1 block | Rin1 Abl inh | Rpn11 block |
| --- | --- | --- | --- | --- | --- | --- | --- | --- | --- | --- |
| 27 | Oc1c(I)cc(I)c2cccnc12 | 0 | i | 9.3 | 46* | -6 | -4 | -1 | 2 | i |

Continuation:
nr	Molecule	CSN deneddyl inh	Neddyl block	LMPTP inh	NadD block	Scp-1 inhibitor	STEP block	SUMO1 PPI mod	DNMT1 block	Rin1 Abl inh	Rpn11 block
46	O=C(CCc1nnc(CCCCc2ccccc2)o1)NCc1cc(F)ccc1F	4	i	-0.7	0	-5	-1	-1	-3	2	i
47	O=c1[nH][nH]c(=O)c2c(NS(=O)(=O)c3ccccc3)cccc12	-4	i	-3.8	-4	-5	-4	-12	-3	-4	i
48	CCOC(=O)c1c(NC(=O)CCN2C(=O)c3ccccc3C2=O)sc(C(=O)OC(C)C)c1C	3	i	2.2	0	-11	-2	0	15	3	i
49	OCC1CCCCN1CCNCc1cn[nH]c1-c1cccc2ccccc12 (centres undefined)	3	i	-4.3	-8	-17	-2	-45	-1	0	i
50	CCc1ccccc1NC(=O)CCS(=O)(=O)c1ccc(C)cc1	0	i	-3.0	-7	-10	1	1	1	0	i
51	Cc1cc(C)c2c(n1)SCC(=O)N2CC(=O)Nc1cc(F)ccc1F	-2	i	1.7	7	-9	0	-7	2	-2	i
52	CN(C)c1cc(O)c(C(=S)Nc2ccccc2)c(N(C)C)c1	3	i	1.6	0	-4	-1	-10	-13	-5	i
53	O=C(Nc1nc(-c2ccncc2)cs1)c1ccc(S(=O)(=O)N2CCOCC2)cc1	-2	i	-0.2	1	3	-3	14	1	-2	i
54	CC(CN(C)Cc1ccccc1)OC(=O)c1ccc2c(c1)OCCO2 (centres undefined)	3	i	-1.0	-1	-1	-2	2	-3	9	i
55	O=C(NC1CCCCCCC1)c1ccco1	6	i	0.1	-3	-4	-2	-3	2	2	i
56	COCCn1c(=NC(=O)CSC(C)=O)sc2cc(OC)ccc21	-2	i	-1.7	-3	-4	3	3	-1	-1	i

Structural class: the entries above containing bromine (2)
nr	Molecule	CSN deneddyl inh	Neddyl block	LMPTP inh	NadD block	Scp-1 inhibitor	STEP block	SUMO1 PPI mod	DNMT1 block	Rin1 Abl inh	Rpn11 block
30	CCCCCCCNC(=O)C1(CC2CC(c3cccc(Br)c3)=NO2)CCN(C(=O)c2cc(OCC)c(OCC)c(OCC)c2)CC1 (centres undefined)	0	i	6.8	9	-3	5	9	-8	1	i
34	O=C(NN1C(=O)C2C(c3ccccc3)C=CC(c3ccccc3)C2C1=O)c1cccc(Br)c1 (centres undefined)	0	i	2.0	10	-8	-1	1	-5	1	i

Record cards, from the list above:
Record of CN(C)c1cc(O)c(C(=S)Nc2ccccc2)c(N(C)C)c1 : CSN deneddyl inh = 3; Neddyl block = i; LMPTP inh = 1.6; NadD block = 0; Scp-1 inhibitor = -4; STEP block = -1; SUMO1 PPI mod = -10; DNMT1 block = -13; Rin1 Abl inh = -5; Rpn11 block = i
Record of O=C(NC1CCCCCCC1)c1ccco1 : CSN deneddyl inh = 6; Neddyl block = i; LMPTP inh = 0.1; NadD block = -3; Scp-1 inhibitor = -4; STEP block = -2; SUMO1 PPI mod = -3; DNMT1 block = 2; Rin1 Abl inh = 2; Rpn11 block = i
